Glioma ERSR ind: induces the endoplasmic reticulum stress response in human glioma cells. U87-MG GRP78 promoter luciferase reporter, 16 h. Potency, µM, inactives show top-dose activation, actives largely listed as activators. 420,000 tested, 0.02% active; also: potency is read from the fitted curve at half-maximal effect; series mostly up to about 76 µM; % of control where 0% means no effect; nearly all actives have a fitted effect of over 35% in size
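Stably transfected U87-MG human glioma cells carrying a GRP78-based luminescent sensor were seeded at 1000 cells/well, pin-dosed with compounds and incubated 16 h. Luciferase reagent was then added, and end-point luminescence was read after 10 min at room temperature.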
Vif-APOBEC3G blk: Vif-A3G binding inhibition. Potency, µM (highest dose often 46.1 µM), inactives show at the top dose activity, negative = active, hits mostly inhibitors. HeLa A3G-eYFP + Vif (tagged APOBEC3G with the HIV-1 protein that degrades it), YFP fluorescence, overnight. 410,000 tested, 0.076% active. AID 602310. Q9HC16;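 also: potency is read from the fitted curve at half-maximal effect; % is scaled to controls: 0 for no effect and ±100 for the full control effect; nearly all actives have a fitted effect of over 60% in size; hits raise eYFP signal because A3G escapes Vif-driven loss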
Target sequence (Q9HC16 whole entry, looked up): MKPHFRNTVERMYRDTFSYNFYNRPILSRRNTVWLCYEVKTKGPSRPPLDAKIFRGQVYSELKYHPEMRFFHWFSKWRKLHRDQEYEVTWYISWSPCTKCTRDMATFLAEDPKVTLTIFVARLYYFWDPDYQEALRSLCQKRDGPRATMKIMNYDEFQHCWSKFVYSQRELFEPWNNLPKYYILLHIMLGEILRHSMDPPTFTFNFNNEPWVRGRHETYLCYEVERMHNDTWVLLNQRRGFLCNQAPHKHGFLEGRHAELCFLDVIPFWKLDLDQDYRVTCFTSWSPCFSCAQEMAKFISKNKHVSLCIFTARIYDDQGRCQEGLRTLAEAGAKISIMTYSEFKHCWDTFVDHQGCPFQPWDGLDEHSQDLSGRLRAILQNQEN
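Read-out is eYFP fluorescence (Ex 488/Em 500-530) from Vif-expressing HeLa A3G-eYFP cells; more signal means A3G escaped Vif-mediated degradation. Cells plated overnight, compound pinned in, incubated overnight at 37 deg C.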
mIDH1 inhibitor: inhibitors of human mutant IDH1 R132H | IDH1-R132H enzyme, NADPH consumption, diaphorase/resazurin fluorescence | Potency, µM (top dose mostly 76.6 µM), for the others: at the top dose activity change, negative = inhibition, actives largely listed as inhibitors | 390,000 tested, 0.093% active | AID 602179; also: potency is read from the fitted curve at half-maximal effect; % is scaled to controls: 0 for no effect and ±100 for the full control effect; nearly all actives have a fitted effect of over 65% in size
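IDH1-R132H (0.5 ug/mL) preincubated 30 min with compound, then NADPH (0.016 mM) and alpha-KG (2 mM) added; 80 min at RT, pH 7.5. Remaining NADPH coupled via diaphorase/resazurin to fluorescence (540/590 nm); concentration-response curves normalized to no-enzyme control.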
Vif-APOBEC3F blk: inhibitors of Vif-A3F interaction; HeLa A3F-eYFP + Vif (tagged APOBEC3F with the HIV-1 protein that degrades it), YFP fluorescence increase; Potency, µM (titrated, usually from 46.1 µM), for the others: at the top dose activity, negative = active; 390,000 tested, 0.2% active; also: potency is read from the fitted curve at half-maximal effect; % of control where 0% means no effect; nearly all actives have a fitted effect of over 65% in size
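HeLa cells stably expressing Vif plus C-terminally eYFP-tagged A3F were seeded, incubated overnight at 37 deg C, dosed with compound, incubated overnight again at 37 deg C. Yellow fluorescence (Ex 488/Em 500-530) reported blocked Vif-mediated A3F-eYFP degradation.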
USP1-UAF1 inh: USP1/UAF1 (human) deubiquitinase inhibition. recombinant USP1/UAF1, Ub-Rhodamine cleavage fluorescence. Potency, µM (highest dose often 57.1 µM), for inactives: at the top dose activity change, negative = inhibition, most hits filed as inhibitors. 390,000 tested, 0.23% active. AID 743255; also: potency is read from the fitted curve at half-maximal effect; % is scaled to controls: 0 for no effect and ±100 for the full control effect; nearly all actives have a fitted effect of over 60% in size; inactives centre near -12
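1 nM enzyme complex + cpd, 15 min RT; start with Ub-Rho 150nM final; kinetic fluorescence ex 480/em 540, 6 reads q60 s. Buffer 50mM HEPES pH 7.8, 0.5mM EDTA, 0.1 mg/ml BSA, 1mM TCEP, 0.01% Tween-20.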
LDHA inh: LDHA (human) enzyme inhibition; 480,000 tested, 0.15% active; activity change, % (values are at about 110 or 230 µM); purified LDHA, NADH/diaphorase-resazurin fluorescence; stronger effect = lower value; in the data active = activity change below about -30%; inconclusive = mostly about -25% to -30%;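 also: plate controls were DMSO wells for no effect and wells without enzyme for full effect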
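Human LDH5 at 2 nM final in Tris HCl pH 7.4 with 0.06 mM NADH and 0.2 mM pyruvate, reacted 5 minutes at room temperature. Remaining NADH coupled via diaphorase/resazurin; resorufin fluorescence read at 0 and 20 minutes, normalized to enzyme-free and DMSO wells.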
TrxR1 substrate: substrates of rat thioredoxin reductase 1; 390,000 tested, 0.01% active; purified TrxR1 substrate turnover, NADPH consumption readout; Potency, µM (series often up to 114 µM), for inactives: at the highest dose activity change, negative = substrate turnover; O89049; also: potency is read from the fitted curve at half-maximal effect; % is scaled to controls: 0 for no effect and ±100 for the full control effect; nearly all actives have a fitted effect of over 50% in size
Target sequence (O89049 whole entry, looked up): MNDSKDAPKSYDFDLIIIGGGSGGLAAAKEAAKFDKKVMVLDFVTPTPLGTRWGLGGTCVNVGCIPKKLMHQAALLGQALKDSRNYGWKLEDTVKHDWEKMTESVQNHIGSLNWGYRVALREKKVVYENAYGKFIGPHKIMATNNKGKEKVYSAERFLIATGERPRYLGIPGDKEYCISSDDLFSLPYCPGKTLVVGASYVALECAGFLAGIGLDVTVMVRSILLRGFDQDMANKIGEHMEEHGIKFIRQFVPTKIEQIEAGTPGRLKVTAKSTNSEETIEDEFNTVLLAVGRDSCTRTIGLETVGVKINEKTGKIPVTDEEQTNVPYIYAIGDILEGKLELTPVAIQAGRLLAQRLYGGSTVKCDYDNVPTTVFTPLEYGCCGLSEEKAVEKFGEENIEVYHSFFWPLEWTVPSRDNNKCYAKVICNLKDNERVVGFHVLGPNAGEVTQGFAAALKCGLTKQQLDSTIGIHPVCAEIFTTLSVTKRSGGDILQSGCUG
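Rat TrxR1, dispensed at 90 nM, was prereduced with 400 uM NADPH (final) for 5 min at ~22 deg C, then incubated with compound 15 min before 400 uM selenite. A first-read NADPH fluorescence drop versus no-compound background flagged substrates.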
RGS4 inhibitor: human RGS4 inhibition. Transcreener GDP fluorescence polarization, RGS4-accelerated GTP hydrolysis. Potency, µM (series often up to 114 µM), for the others: at the top dose activity change, negative = inhibition, usual class: inhibitors. 390,000 tested, 0.039% active; also: potency is read from the fitted curve at half-maximal effect; % is scaled to controls: 0 for no effect and ±100 for the full control effect; nearly all actives have a fitted effect of over 75% in size; some results filed as inactive show a strong effect at the top dose
Target sequence (P49798 whole entry, looked up): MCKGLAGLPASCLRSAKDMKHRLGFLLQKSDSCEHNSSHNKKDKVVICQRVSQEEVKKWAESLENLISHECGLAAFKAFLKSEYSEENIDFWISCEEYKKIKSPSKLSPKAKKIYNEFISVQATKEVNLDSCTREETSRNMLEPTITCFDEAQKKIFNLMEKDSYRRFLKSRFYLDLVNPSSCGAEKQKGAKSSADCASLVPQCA
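MLSMR compounds (23 nl, pin-transferred) preincubated 10 min at room temperature with a 500nM (2x) first reagent, then RGS4 at 900nM (2x) plus Transcreener GDP mix added; fluorescence polarization (620/688 nm) read before and after 90 min at 30 °C.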
TrxR1 inh: inhibitors of rat thioredoxin reductase 1. recombinant rTrxR1, NADPH fluorescence consumption, selenite substrate. Potency, µM (series often up to 114 µM), for the others: at the top dose activity change, negative = inhibition, actives largely listed as inhibitors. O89049. 390,000 tested, 1% active; also: potency is read from the fitted curve at half-maximal effect; % is scaled to controls: 0 for no effect and ±100 for the full control effect; nearly all actives have a fitted effect of over 65% in size
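Rat TrxR1 (90 nM in the dispensed reagent) was pre-reduced with 400 uM NADPH for 5 min at room temperature, then incubated with compound for 15 min. After 400 uM selenite was added, NADPH fluorescence (Ex 340/Em 450 nm) was followed for 8 min.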
An asterisk follows results filed as active; u = inconclusive; x = not tested or not shown; & = joins results of further samples; [ ] = another dose, or the depositor's remark. Unless noted, calls follow the shape of the dose curve; as a rule, active = well fitted curve in the direction sought with a large enough effect; inconclusive = small, poorly fitted or top-dose-only effect, or another doubt; inactive = no such curve, though single readings can be large; an effect the other way counts as inactive or inconclusive.

SMILES	Glioma ERSR ind	Vif-APOBEC3G blk	mIDH1 inhibitor	Vif-APOBEC3F blk	USP1-UAF1 inh	LDHA inh	TrxR1 substrate	RGS4 inhibitor	TrxR1 inh
Clc1cccc(CNCCc2c[nH]c3ccccc23)c1	-4%	1%	-9%	-26%	-14%	-15	7%[57.1 µM]	10%	9%[57.1 µM]
Cc1ccccc1-n1c(/C=C/c2ccc(N(C)C)cc2)nc2ccccc2c1=O	-2%	3.2µM*	-10%	u	u	2	-10%	2%	9%
O=c1c(C=NCc2cccs2)c(O)n(C2CCCCC2)c(=O)n1C1CCCCC1	-5%	-1%	9%	x	-6%	-1	4%	-3%	18%
CCCCCC1(C(C)C)C(=O)NC(=S)NC1=O	-3%	-1%	3%	1%	-14%	-4	10%[57.1 µM]	-1%	-5%[11.4 µM]
O=c1[nH]c(=O)n(Cc2ccc(F)cc2)c(O)c1C=NCc1cccnc1	-1%	-4%	2%	6%	-14%	-9	3%[57.1 µM]	-2%	0%[57.1 µM]
Cc1ccc(-n2c(=O)c3ccc(C(=O)NCc4ccccc4Cl)cc3n(CC(=O)Nc3cccc(Cl)c3)c2=O)cc1	-2%	u	12%	-1%	-19%	4	59%[activator]	-6%	40%[activator]
CC1CN=C(Nc2ccc(F)c(Cl)c2)S1 (stereo unspecified)	4%	1%	6%	-1%	-11%	-6	-14%	13%	-13%
O=C(Cn1c2c(c(-c3ccccc3Cl)cc1=O)CCC2)N1CCC2(CC1)OCCO2	4%	-2%	2%	x	-6%	1	15%	12%	-16%
COc1cc2c3c(c1OC)Oc1ccc(cc1)C[C@H]1c4c(cc(OC)c(OC)c4Oc4ccc(cc4)C[C@@H]3N(C)CC2)CCN1C	-5%	-13%	0%	u	u	-2	4%	-31%	u
CCN1CCc2ccccc2C1	-3%	4%	-9%	-5%	-7%	-4	-6%	25%[11.4 µM]	14%
CCOC(=O)Cn1cc(/C=N/NC(=O)CC#N)c2ccccc21	0%	3%	-7%	-10%	u	-9	7%[57.1 µM]	-24%	9%[11.4 µM]
CCSc1nc2n(n1)C(c1ccc(Cl)cc1Cl)C(C(=O)Nc1ccccc1C)=C(C)N2 (stereo unspecified)	-4%	-1%	-8%	u	5%	-3	-1%[57.1 µM]	-17%	7%[57.1 µM]
O=C1CC(=O)N(c2cccc(Br)c2)C(=O)N1	-3%	-3%	-5%	u	-11%	-5	-1%	-35%	-28%
CCOc1cc(/C=C2/C(=O)NC(=O)N(c3ccc(CC)cc3)C2=O)ccc1OC(=O)c1cccs1	0%	-3%	0%	-13%	-10%	-20	-3%	u	18µM*
COCCCn1c(N)c(C(=O)Nc2ccccc2)c2nc3ccccc3nc21	19%	-7%	3%	21%	u	17	5%	u	14%
CC(=O)Nc1ccc(C(c2c(O)c3ccccc3oc2=O)c2c(C)n(C)n(-c3ccccc3)c2=O)cc1 (stereo unspecified)	-2%	-3%	0%	-1%	-4%	1	-2%	6%[11.4 µM]	7%
CN(CC1COc2ccccc2O1)c1nc(-c2cccnc2)nc2ccccc12 (stereo unspecified)	-13%	-9%	6%	3%	-25%	5	20%[57.1 µM]	-28%	12%[57.1 µM]
CCOC(=O)c1ccccc1NC(=O)c1c(O)[nH]c(=O)[nH]c1=O	-3%	0%	21%	2%	-5%	-1	10%[57.1 µM]	8%	9%[57.1 µM]
COc1ccc(/C=C/c2nc(-c3ccccc3O)n(-c3ccccc3)n2)cc1OC	-3%	7%	-4%	-2%	u	-10	36%[activator]	4%	-20%
Cc1ncoc1C(=O)NCC1=C(c2ccc(S(C)(=O)=O)cc2)C[C@@H]2CC[C@H]1N2CCOc1ccccc1	-6%	-4%	5%	-10%	1%	-9	x	x	x
Cn1cc(C=C(C#N)C#N)c2ccccc21	-2%	u	-2%	u	u	0	3%	4%	34%
Cc1ncoc1C(=O)NCC1=C(c2cccc3ccccc23)C[C@@H]2CC[C@H]1N2Cc1ccco1	-4%	4%	-1%	-3%	-26%	0	x	x	x
CC1CN(C(=O)CCC(=O)N2CCC3(CC2)OCCO3)c2cc(Cl)ccc2O1 (stereo unspecified)	-2%	0%	2%	-10%	-6%	-4	-12%	21%[11.4 µM]	-10%
O=C(c1ccc(N2CC3CC(C2)c2cccc(=O)n2C3)c([N+](=O)[O-])c1)N1CCCC1 (stereo unspecified)	-6%	0%	3%	1%	-11%	4	-2%	u	6%[57.1 µM]
CCOc1ccc2nc(NC(=O)c3cccn(Cc4ccccc4Cl)c3=O)sc2c1	-1%	-2%	-15%	-3%	-11%	-2	3%[57.1 µM]	1%	11%[57.1 µM]
Cc1ccc(S(=O)(=O)Nc2cc(C(=O)N3CCC4(CC3)OCCO4)ccc2N2CCCCC2)cc1	5%	-2%	8%	x	-9%	-4	18%	15%	33%[2.29 µM]
Cc1cc(N(CCCl)CCCl)ccc1/C=N/NC(=O)c1ccco1	3%	-4%	-2%	-4%	-11%	-5	16%	-22%	-17%
CCOP(=O)(OCC)C(NC(=O)C(Cl)Cl)C(Cl)(Cl)Cl (stereo unspecified)	-3%	0%	10%	-3%	-3%	0	2%	-6%[56.9 µM]	10%
Cc1ccc(OCC(=O)N2CCN(CCc3ccncc3)CC2)cc1C	-3%	-5%	-5%	0%	-9%	-4	2%	2%	79µM*
O=c1c2ccccc2nc(-c2ccco2)n1-c1ccc(Br)cn1	-1%	-8%	-1%	-1%	3%	-2	-5%	13%	-8%[57.1 µM]
Cc1ccc(-c2cc(-c3ccccc3)cc(-c3ccccc3)[n+]2-c2ccccc2)cc1	-11%	u	1%[38.3 µM]	-6%	-5%	-13	-4%	2%	-14%
CCOP(=O)(OCC)c1cc(CC)ccc1O	-5%	0%	6%	-15%	-14%	-6	-1%	3%	7%
CCN(CC)CCNCc1nc2ccccc2c(=O)n1-c1ccc(F)cc1	4%	1%	3%	-2%	-11%	0	5%	-8%	10%
CC1CCN2c3nc4ccccn4c(=O)c3CC3(C(=O)N(C)C(=O)N(C)C3=O)C2C1 (stereo unspecified)	-4%	-1%	8%	4%	-11%	-2	12%	-9%	2%
O=C(c1cc([N+](=O)[O-])ccc1N1CCNCC1)N1CCOCC1	-5%	1%	-1%	3%	-16%	-4	-16%	-8%	u
COC(=O)c1ccc(NC(=O)NC(=O)Oc2ccccc2)cc1	-3%	1%	0%	10%	-8%	-6	-17%	26%	u
O=C(N/N=C/C1C(=O)NC(=S)N(c2ccccc2)C1=O)c1cc(Br)c(O)c(Br)c1 (stereo unspecified)	-4%	-3%	2%	3%	-16%	2	-6%[57.1 µM]	u	u
CCOC(=O)C1(c2ccccc2)CCN(CC(=O)Nc2cccc3ccccc23)CC1	-5%	-7%	1%	-1%	-22%	1	-8%	-24%	-10%
Cn1c(O)c(C(=O)c2ccccc2)c(=O)n(C)c1=O	3%	1%	0%	0%	-5%	0	-4%	-13%	-16%
Nc1ccc(N=Nc2ccccc2)cc1	-2%&-1%	3%	-6%	2%	-16%	-1	-14%	19%	-3%

The closing two entries of the part above lead into the next:
SMILES	Glioma ERSR ind	Vif-APOBEC3G blk	mIDH1 inhibitor	Vif-APOBEC3F blk	USP1-UAF1 inh	LDHA inh	TrxR1 substrate	RGS4 inhibitor	TrxR1 inh
Cn1c(O)c(C(=O)c2ccccc2)c(=O)n(C)c1=O	3%	1%	0%	0%	-5%	0	-4%	-13%	-16%
Nc1ccc(N=Nc2ccccc2)cc1	-2%&-1%	3%	-6%	2%	-16%	-1	-14%	19%	-3%
CCOC(=O)CNC(=O)CSP(=S)(OCC)OCC	-3%	0%	-4%	0%	-3%	0	3%	10%	1%
CC1CCC(NCC(O)c2ccccc2)CC1 (stereo unspecified)	-2%	0%	1%	0%	-15%	-4	12%	12%	-8%
CCN(CC)CCC(=O)O[C@H]1CC[C@]2(C)C3CC[C@@]4(C)C(CC[C@]4(C)O)C3CC[C@H]2C1 (stereo partly specified)	-2%	0%	-3%	4%	-7%	-9	-9%	2%	-7%
Cn1c(CN2CCN(C(=O)COc3ccccc3)CC2)nc2cc([N+](=O)[O-])ccc21	4%	1%	-8%	-13%	-14%	-4	-4%	-3%[11.4 µM]	-8%
N/C(=N\[N+](=O)[O-])N1CCN(C(=O)OC2CCCC2)CC1	-5%	0%	-3%	-1%	2%	-7	-6%	8%	12%
O=C(O)c1ccc(N=Cc2c(O)[nH]c(=O)[nH]c2=O)cc1	-4%	0%	4%	-9%	-5%	-6	-7%[57.1 µM]	8%	-24%[57.1 µM]
Cn1c(O)c(C=NCCN2CCOCC2)c(=O)[nH]c1=S	0%	-1%	2%	-22%	-20%	-4	-13%	31%	-20%
CCN(C=C1CC2C3CC=C4CC(O)CCC4(C)C3CCC2(C)C1=O)CC (stereo unspecified)	-1%	-13%	-12%	2%	10%	-6	-4%	-2%	-8%
CN1CCC(=O)N(CCN=[N+]=[N-])CC1	-4%&-4%	2%&-1%	-4%	0%	-15%	1	6%[57.1 µM]	-5%	4%[57.1 µM]

Assay outcomes: PubChem, National Center for Advancing Translational Sciences (NCATS)

This is a subset; the hit share may differ from the screen's.
